S3 lipid droplet: qHTS Assay for Lipid Storage Modulators in Drosophila S3 Cells | Drosophila S3 cells, BODIPY lipid droplet fluorescence, 18-24 h; cells fed with added oleic acid | 0.64% of 320,000 active | Potency in µM for hits, for the others lipid storage change, negative = inhibition, % at the top dose, mostly 46.1 µM; active means well fitted inhibition curve with a large enough effect in the signal ratio, with a control signal flat, not every such curve was filed as active; inconclusive means small, poorly fitted or top-dose-only effect, or effect the other way, or a change in a side signal; the % refers to the signal ratio
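Drosophila S3 cells got compounds at several concentrations plus oleic acid (400 uM solution). Laser-scanning cytometry with 488 nm excitation read lipid droplets at 500-530 nm and cells at 575-640 nm. Percent activity was relative to 20 uM Triacsin C.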
S3 lipid droplet cell count max: also measured in S3 lipid droplet; calls as there; cell number change, %; measured here: cell count max response;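 cells counted by Cell Tracker Red CMTPX staining in the red channel; peak over a dose series mostly up to 46.1 µM; percent activity relative to internal control wells on each plate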
* = called active by the depositor; i = inactive; ? = inconclusive; . = not tested or not shown; [ ] = dose if it differs, or a comment. On the % scale 0 is the no-effect control and ±100 the full control effect; potency means the concentration at half of the fitted maximal effect.

SMILES	S3 lipid droplet	S3 lipid droplet cell count max
CCCOC(=O)Nc1nnc(CCC)s1	?	.
O=C(NCC1CCN(Cc2cccc(Cl)c2)CC1)Nc1ccc(Cl)cc1	3%	11
Cc1nc(N2CCN(c3ccccc3)CC2)[nH]c(=O)c1Cc1cccc2ccccc12	?	.
COc1ccc2cc(C(=O)N3CCN(c4ccc(F)cc4)CC3)[nH]c2c1	?	.
CCC(C)c1ccccc1NC(=S)NC(=O)c1ccco1 (configuration not stated)	?	.
COc1ccc(C2C3=C(CC(C)(C)CC3=O)N(C)C3=C2C(=O)CC(C)(C)C3)cc1OC	?	.
O=C(C1=C[C@H](c2ccccc2)C[C@H](OCc2ccc(CO)cc2)O1)N1CCCCCCC1	1%	-6
COc1ccccc1C(=O)NCCC(=O)Nc1cccc(C)n1	-9%	-14
Cn1c(NC(=O)c2ccc(C(C)(C)C)cc2)cc(=O)n(C)c1=O	?	.
Cc1cccc(-c2nc3cc([N+](=O)[O-])ccc3o2)c1	5%	0
Cc1cccc(NC(=O)COc2cccc3c2CCN(Cc2ccccc2)C3=O)c1C	?	.
Cc1ncc([N+](=O)[O-])n1CC(=O)Nc1ccccc1	?	.
COc1ccc(OC)c(-c2csc(NC(=O)Cc3cccs3)n2)c1	i	12
COC(=O)c1c(C(=O)OC)c2ccncn2c1Cl	i	.
CCOC(=O)Nc1ccc(N2CCOCC2)c(S(=O)(=O)N2CCOCC2)c1	-2%	-2
COc1cccc(/C=N/n2c(=S)n(C)c3ccccc32)c1OC	?	.
CC(C)C(NC(=O)c1cccc(S(=O)(=O)N2CCOCC2)c1)C(=O)NCc1ccc(Cl)cc1 (configuration not stated)	?	.
O=C1N(S(=O)(=O)c2ccccc2F)C(=O)C2(CCCC2)N1S(=O)(=O)c1ccccc1F	?	.
O=C(O)/C=C/C(=O)NCc1ccccc1	?	.
O=C(NC(Cc1ccc(O)cc1)C(=O)O)c1ccc2c(c1)OCO2 (configuration not stated)	5%	-2
O=C(Nc1cccs1)Nc1cccnc1Cl	6%	.
Oc1c(C(c2cccs2)N2CCN(c3ccccc3)CC2)ccc2cccnc12 (configuration not stated)	?	.
COCCCNC(=O)CSc1nc2ccccc2c(=O)n1Cc1ccc2c(c1)OCO2	23%	-5
C/C(=N\NC(N)=S)C1(C)CC2(CC(C)(C)OC2=O)C(=O)O1 (configuration not stated)	-8%	0
CC(=O)N1CCN(S(=O)(=O)c2ccc(C)cc2)C1c1ccc(N(C)C)cc1 (configuration not stated)	1%	-12
Cn1c(N2CCN(C(=O)Nc3ccc(C(F)(F)F)cc3)CC2)nc2ccccc21	?	.
O=S(=O)(/N=C(/Nc1ccccn1)c1ccccc1)c1ccccc1	?	.
CCOC(=O)c1c(NC(=O)OC)sc(C(=O)N(C)C)c1C	?	.
NNC(=O)CCN(Cc1ccco1)S(=O)(=O)c1ccc(Cl)cc1	2%	4
CC(C)(C)NC(=O)Cn1nc(C(F)(F)F)c2c1CCCC2	?	.
COC(=O)c1[nH]c2ccc(C)cc2c1NC(=O)Nc1ccccc1OC	?	.
CC1CCCCN1CC(=O)Nc1cc(S(=O)(=O)N2CCOCC2)ccc1N1CCCC1 (configuration not stated)	?	.
Fc1ccc(-n2nnc(-c3cccnc3Cl)n2)cc1	-6%	0
C=CCc1ccc(OCC(O)CN2CCN(c3ccccc3OC)CC2)c(OC)c1 (configuration not stated)	1%	-6
Cc1cc2cc(CNC(=O)COc3ccccc3)ccc2n1C	?	.
C=CCOc1cccc(C(=O)N2CCCC(CCC(=O)NCc3ccccc3F)C2)c1 (configuration not stated)	?	.
COc1ccc(C2C=C(c3ccccc3)Nc3nc(NC(C)=O)nn32)cc1 (configuration not stated)	?	.
COc1ccc(S(=O)(=O)N2CCN(CCOc3ccc(Br)cc3)CC2)cc1OC	?	.
Cc1cc(-c2ccc(C(C)C)c(S(=O)(=O)N3CCC(C)CC3)c2)on1	i	3
CCC(C)NC(=O)/C=C1\Sc2ccccc2NC1=O (configuration not stated)	-1%	-4
CCOc1cc(C)c(C(C)C)cc1S(=O)(=O)NCc1ccccn1	?	.
CCOC(=O)Cn1cnc2c(cnn2-c2ccccc2)c1=O	?	.
COc1cccc(Nc2nc3cc(OC)ccc3cc2C#N)c1	?	.
Cc1ccc(N=Cc2c(O)c3ccccc3n(C)c2=O)cc1	?	.
CC(C)c1ccc(N2CC(C(=O)Nc3nccs3)CC2=O)cc1 (configuration not stated)	i	.
O=C(Nc1cc2cccc([N+](=O)[O-])c2oc1=O)c1cccs1	?	.
CC(C)CN1CCN(CCCc2ccccc2)C(CCO)C1 (configuration not stated)	9%	12
COc1cc2cc(CN(CCN3CCOCC3)C(=O)Nc3ccc(F)cc3)c(=O)[nH]c2cc1OC	6%	15
O=C(Nc1ccncc1)c1ccc(N2CCCC2=O)cc1	?	.
O=C(NCc1ccco1)c1cc([N+](=O)[O-])ccc1N1CCOCC1	-28%	-23

Next section
SMILES	S3 lipid droplet	S3 lipid droplet cell count max
Cc1[nH]c(=O)c(C#N)c(C)c1CCC(=O)NCc1ccc(Cl)cc1	16%	13
CC(C)C(=O)Nc1ccc(C(=O)NNC(=O)NC2CCCCC2)cc1	?	.
CC(=O)CCS(=O)(=O)c1ccc(Oc2ccc(S(=O)(=O)CCC(C)=O)cc2)cc1	-8%	5
Cc1ccccc1NC1(C#N)C(=O)Nc2ccccc21 (configuration not stated)	0%	9
Cc1noc(C)c1S(=O)(=O)N1CCCC(C(=O)c2cccc(OC(C)C)c2)C1 (configuration not stated)	?	.
O=C(CSc1nc2ccccc2[nH]1)c1cccs1	?	.
CN(c1ccccc1)c1nc(N)c([N+](=O)[O-])c(NCc2ccco2)n1	?	.
Cc1cccc(CCNC(=O)C2CCN(S(=O)(=O)c3ccccc3)CC2)c1	-10%	-11
S=c1nc(NCc2cccc(Cl)c2)c2ccccc2[nH]1	?	.
CCCCN(C1CCS(=O)(=O)C1)S(=O)(=O)c1ccc(C(C)C)cc1 (configuration not stated)	-38%[0.0737 µM]	.
CCOc1ccc(NC(=O)CSc2nnc(CNC(=O)c3cccs3)o2)cc1	?	.
O=C(NC1CCCCC1)C(c1ccco1)N(C(=O)C(F)(F)F)C1CC1 (configuration not stated)	2%	7
CCCC(=O)N1CCN(Cc2ccc3c(c2)OCO3)CC1	20%	14
Cc1ccc(CNC(=O)C(Cc2ccccc2)NS(=O)(=O)c2cccs2)cc1 (configuration not stated)	i	.
CCOC(=O)c1nc(-c2ccc3c(c2)OCO3)[nH]c1C	11%	6
Cc1c(C(=O)N2CCNCC2)oc2ccccc12	i	.
N#Cc1ccccc1OCC(=O)NC(=O)NC1CCS(=O)(=O)C1 (configuration not stated)	?	.
Cc1ccc(OCCSc2nc(NC(C)C)nc(NC(C)C)n2)cc1	?	.
O=C(COC(=O)c1cccc(Cl)c1)NC1CCS(=O)(=O)C1 (configuration not stated)	?	.
Cc1nc2c(C)cccn2c1/C(O)=C1\C(=O)C(=O)N(CCN(C)C)C1c1ccccc1 (configuration not stated)	-17%	-7
O=C(NNS(=O)(=O)c1ccc2ccccc2c1)c1cccnc1	?	.
CCCn1nc2cc(C(=O)NCc3ccc(C)cc3)ccc2c1OC	0%	-9
CCc1cc2c(N[C@@H](C)C(=O)O)ncnc2s1	17%	-1
O=C(CN1C(=O)c2ccccc2C1=O)NCC(=O)OCC(=O)c1ccc(Br)cc1	?	.
COc1ccc(CN(Cc2cccn2C)S(=O)(=O)c2ccccc2)cc1	?	.
N#C/C(=C\c1ccccc1[N+](=O)[O-])c1nc(C2CC2)cs1	?	.
CC(C)c1ccc(C(C)NC(=S)NC2CCCCC2)cc1 (configuration not stated)	?	.
CCCCOc1ccc2ccccc2c1C=O	?	.
COc1cccc(CC(=O)Nc2ccccc2N2CCCC2)c1	22%	19
COCCCNC(=O)Cn1ncc2ccsc2c1=O	?	.
O=C(Nc1nc2nc(-c3ccccc3)cc(=O)n2[nH]1)c1ccccc1	?	.
Cc1csc(NC(=O)c2cccs2)n1	?	.
CC(=O)N1CCc2cc(S(=O)(=O)Nc3ccc(C)cc3)ccc21	-3%	8
CC1CCCN(C(=O)Cn2nnc(-c3ccc(N(C)C)cc3)n2)C1 (configuration not stated)	?	.
CCCN1CCN(CC(O)COC(c2ccc(OC)cc2)c2ccc(OC)cc2)CC1 (configuration not stated)	?	.
CC1CN(c2ccccc2)c2nc3c(c(=O)[nH]c(=O)n3C)n2C1 (configuration not stated)	15%	23
Cc1ccc2c(c1)nnn2C1CCN(S(=O)(=O)c2ccc(C(=O)NC3CCCC3)cc2)CC1	?	.
Cc1ccc(NC(=O)CCn2nc(C)cc2C)c(C)c1	?	.
COc1ccccc1CN(Cc1cc2cc3c(cc2[nH]c1=O)OCCO3)Cc1nnnn1Cc1ccco1	?	.
CSc1nc(N)nc(SCC(=O)c2ccccc2)c1C#N	18%	0

Two entries drawn at random from those above:
SMILES	S3 lipid droplet	S3 lipid droplet cell count max
Cc1ccc(NC(=O)CCn2nc(C)cc2C)c(C)c1	?	.
CCCN1CCN(CC(O)COC(c2ccc(OC)cc2)c2ccc(OC)cc2)CC1 (configuration not stated)	?	.

The results go on:
SMILES	S3 lipid droplet	S3 lipid droplet cell count max
Cn1c(=O)c2[nH]c(COc3ccc(C(C)(C)C)cc3)nc2n(C)c1=O	-56%	-40
CC(=O)Nc1ccc(C(=O)NC(CC(=O)O)c2ccc(Cl)cc2)cc1 (configuration not stated)	21µM*	-19*
CC(C)(C)c1ccc(C(=O)CCC(=O)NCc2ccccc2)cc1	15µM*	6.2*
[2H]c1c([2H])c([2H])c(-c2nc(N3CCCCCC3)sc2C(=O)c2ccccc2)c([2H])c1[2H]	-1%	3
COc1cc(OC)cc(/C(N)=N/O)c1	-2%	4
Cc1ncc(CO)c(/C=N/NC(=S)Nc2ccc(Cl)c(Cl)c2)c1O	-13%	8
COc1ccc(/C=N/NC(=O)c2ccc(=O)n(C)c2)cc1OC	7%	.
Cc1cc(C)cc(NC(=O)C2C3C=CC4(O3)C2C(=O)N(CCN2CCCCC2)C4C(=O)NC2CCCCC2)c1 (configuration not stated)	?	.
Cc1cccc(OCC(=O)Nc2ccc3c(c2)C(=O)NC3=O)c1	?	.
CCOc1cc(S(=O)(=O)NCCc2cccc(C)c2)c(OCC)cc1-n1cnnn1	i	.

Reformatted: results already given.
canonical_smiles | S3 lipid droplet | S3 lipid droplet cell count max
CC(C)c1ccc(N2CC(C(=O)Nc3nccs3)CC2=O)cc1 (configuration not stated) | i | .
O=C(Nc1cc2cccc([N+](=O)[O-])c2oc1=O)c1cccs1 | ? | .

(next part)
SMILES	S3 lipid droplet	S3 lipid droplet cell count max
CN(C)P(=O)(Nc1cccc2ccccc12)Nc1cccc2ccccc12	23%	6
CC(=O)c1c[nH]c(C(=O)NCc2ccccc2Cl)c1	-1%	-6
C=CCc1cccc2cc(C(=O)N3CCN(C(=O)c4ccco4)CC3)c(=O)oc12	i	.
CC(=O)Nc1sc(-c2ccccc2)nc1-c1ccccc1	?	.
Cc1ccc(S(=O)(=O)CC2CSc3nc4ccccc4n32)cc1 (configuration not stated)	?	.
Cc1ccc(C)c(NC(=O)CCN2CCOCC2)c1	7%	7
CCCc1cc(NC(=O)COC(=O)c2nccnc2N)n(-c2ccccc2)n1	?	.
CC1CN(S(=O)(=O)c2ccc(CN3C(=O)c4cccnc4C3=O)s2)c2ccccc2O1 (configuration not stated)	?	.
NS(=O)(=O)c1ccc(CNC(=O)/C=C/c2ccc(S(=O)(=O)N3CCOCC3)cc2)cc1	7%	-2
COc1ccc2cc(C(c3nnnn3CC3CCCO3)N3CCOCC3)c(=O)[nH]c2c1 (configuration not stated)	12%	9
C=CCc1ccccc1OCC(O)CN1CCN(CCO)CC1 (configuration not stated)	2%	6
O=C(COC(=O)c1cnccn1)c1ccc(OC(=O)c2ccccc2)cc1	?	.
COc1ccccc1NC(=O)C1CCN(S(=O)(=O)c2ccc3c(c2)NC(=O)CO3)CC1	i	.
CCNC(=O)COc1ccc(OCc2ccccc2)cc1	-3%	-1
CC(=O)Nc1ccc(S(=O)(=O)N(C)CC(=O)N/N=C/c2ccc(C(=O)O)cc2)cc1	?	.
COc1cccc(-n2c(Cc3cc(=O)[nH]c(=O)[nH]3)nnc2SCC(=O)Nc2ccccc2)c1	?	.
CC(C)(C)C(=O)Oc1cccc(Nc2ncnc3ccccc23)c1	?	.
O=C(Cc1ccc(Cl)c(Cl)c1)NNC(=S)NCC1CCCO1 (configuration not stated)	i	18
O=C(Cc1ccccc1)NNC(=O)Cc1ccccc1	?	.
Cc1cc(C(=O)CSc2nc(N)cc(N)n2)c(C)n1-c1cccc(F)c1	?	.

Some of the entries above in another layout:
> C=CCc1ccccc1OCC(O)CN1CCN(CCO)CC1 (configuration not stated)
  S3 lipid droplet: 2% | S3 lipid droplet cell count max: 6

> O=C(COC(=O)c1cnccn1)c1ccc(OC(=O)c2ccccc2)cc1
  S3 lipid droplet: ? | S3 lipid droplet cell count max: .

> COc1ccccc1NC(=O)C1CCN(S(=O)(=O)c2ccc3c(c2)NC(=O)CO3)CC1
  S3 lipid droplet: i | S3 lipid droplet cell count max: .

> CCNC(=O)COc1ccc(OCc2ccccc2)cc1
  S3 lipid droplet: -3% | S3 lipid droplet cell count max: -1

Bioassay records deposited in PubChem by National Center for Advancing Translational Sciences (NCATS).

This is a subset; rates above refer to the full screens.
